Screening data from PubChem BioAssay.
Dicer inh = human Dicer pre-microRNA cleavage inhibition; Q9UPY3; cat-ELCCA pre-miR-21 Dicer processing, chemiluminescence; active compounds read high; z-score at 25 µM; 6% of 47,000 active; AID 1347074; in the data active = z-score above about 3, passing the limit was not always enough;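 also: plate controls were vehicle for no effect and no enzyme for full effect; higher signal means more uncleaved substrate so more Dicer inhibition; strong numbers were not always called active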
The depositor's hits bear a star. A portion of the library (hit frequency here may not be typical).

molecule	Dicer inh
CSc1sc(-c2nc(C)cs2)c(C)c1-c1ccn[nH]1	-0.56
CC1=C(C(=O)OCCOC(C)C)C(c2ccc(Cl)cc2)C2=C(CC(c3cccs3)CC2=O)N1 (stereo not given)	-1.1
COc1ccc(C2C3=C(CC(C)(C)CC3=O)Nc3cc4c(cc32)OCO4)cc1 (stereo not given)	6.2*
O=C(NCCN1CCNC1=O)Nc1ccc(OCc2ccccc2)cc1	1.9
COc1cccc(Cl)c1NC(=O)N1CCN(c2cc(C(F)(F)F)nc3ccccc23)CC1	0.14
Cn1c(=O)c2c(O)c(C=Nc3c(Cl)cccc3Cl)c(=O)n(C)c2n(C)c1=O	-2.8
CN1C2CCC1CC(NC(=O)CSc1ccc(C(C)(C)C)cc1)C2 (stereo not given)	1.1
Fc1cccc(Cl)c1CSc1nnc(C2CC2)n1-c1ccc(Cl)cc1	0.94
COc1ccncc1C(=O)Nc1ccc(F)cc1F	0.91
Clc1ccc(-c2nnnn2Cc2c(Cl)cccc2Cl)cc1	0.22
COc1ccc(N2C(=O)CC(Sc3nnc(N)s3)C2=O)cc1 (stereo not given)	-0.43
CCOC(=O)C1CCN(C(=S)NC2CC3C=CC2C3)CC1 (stereo not given)	0.1
CC1(C)SC2(C(=O)c3ccccc3C2=O)N2C(=O)C3N(C(=O)C21)C1(SC3(C)C)C(=O)c2ccccc2C1=O (stereo not given)	-0.18
Cc1ccc(C2Nn3c(C)nnc3SC2C(=O)Nc2ccc(Br)cc2)cc1 (stereo not given)	1.1
CCOC(=O)Cc1nc2ccccc2[nH]1	2.8
C[C@H](N)C(=O)Nc1ccc([N+](=O)[O-])cc1	-0.67
COc1oc(-c2ccc(F)cc2)nc1C(F)(F)F	4.7*
CCCCCCCCCCCCCCCCCCOC[C@H](COP(=O)([O-])OCC[N+](C)(C)C)OC	1.9
COC(=O)CC1Oc2ccccc2-n2cc(-c3ccc(Cl)cc3)nc21 (stereo not given)	-0.43
COc1ccc(-c2nnc(N3CCOCC3)c3ccccc23)cc1	1.3
N#C/C(=C\c1c(F)cccc1Cl)S(=O)(=O)Cc1ccco1	-2.5
CC1CCN(c2oc(-c3cccs3)nc2S(=O)(=O)c2ccccc2)CC1	0.05
CCCCCOC(=O)C1=C(C)NC2=C(C(=O)CCC2)C1c1cc(OC)c(OC)cc1Br (stereo not given)	2.5
Cc1cccc(-c2nc3cc(Cl)ccc3c(=O)o2)c1	-1.7
O=C(NC(=O)N1CCSC1)c1ccccc1Cl	0.88
CCc1ccc2nc3c(cc2c1)c(=O)n(C)c(=O)n3C	3.2
O=C(NCc1cccc(Cl)c1)c1nc2c(nnn2CC2CCCO2)c(=O)[nH]1 (stereo not given)	1.8
NNC(=O)c1nn(-c2ccccc2)c(=O)c2c(N)scc12	7.7
Cc1onc2c(=O)[nH]nc(-c3ccccc3)c12	-0.63
CN(C)c1ccc(/C=N/NC2=NCCN2)cc1	0.06
O=[N+]([O-])O[C@@H]1CO[C@H]2[C@@H]1OC[C@@H]2O	0.38
CC(C)(C)OC(=O)CCNC(=O)Nc1cccc2ccccc12	0.29
Cc1ccc(C2CC(c3ccco3)n3ncnc3N2)cc1 (stereo not given)	0.68
CC(C)(C)OC(=O)/C(C#N)=C/c1ccc([N+](=O)[O-])cc1	8.3
CN1C(=S)NNC(=O)c2cc(Cl)ccc21	-0.13
CCOC(=O)/C(=C\Nc1cc(C(F)(F)F)cc(C(F)(F)F)c1)[N+](=O)[O-]	-1.1
c1ccc(-c2nc(-c3cccnc3)n[nH]2)nc1	-0.46
CCCCSc1sc(C(=O)OCC)c2c1C(=O)CCC2	-2.2
CSc1nnc(/N=C/c2ccccc2O)s1	0.16
O=S(=O)(CCN(Cc1cccs1)S(=O)(=O)c1ccc(Cl)cc1)c1ccc(Cl)cc1	1.7

Given field by field: four of the compounds above.
CN1C(=S)NNC(=O)c2cc(Cl)ccc21
  Dicer inh = -0.13
CCOC(=O)/C(=C\Nc1cc(C(F)(F)F)cc(C(F)(F)F)c1)[N+](=O)[O-]
  Dicer inh = -1.1
c1ccc(-c2nc(-c3cccnc3)n[nH]2)nc1
  Dicer inh = -0.46
CCCCSc1sc(C(=O)OCC)c2c1C(=O)CCC2
  Dicer inh = -2.2

(cont.)
molecule	Dicer inh
Cc1nc(NCC(C)C)c2sc3nc4c(cc3c2n1)COC(C)(C)C4	0.49
Cc1nc([N+](=O)[O-])cn1Cc1ccc(F)cc1	2.6
Cc1nc(-c2cc3ccccc3[nH]c2=O)no1	-1
Brc1ccc([C@H]2CN3CCSC3=N2)cc1	1.3
O=C(O)CSc1n[nH]c(-c2ccccc2)n1	1.4
CC1CC(N(C(=O)c2cccs2)c2ccccc2)c2ccccc2N1C(=O)c1ccco1 (stereo not given)	-0.43
Cc1cccc(CS(=O)(=O)c2ccc(Cl)cc2)c1F	-0.16
CCCC(NS(=O)(=O)c1cccc2nsnc12)C(=O)O (stereo not given)	-0.77
O=C1c2cccc3c(N4CCCCC4)ccc(c23)C(=O)N1c1ccccc1	0.92
CCOC(=O)C(C(=O)C(F)(F)F)C(C)C(C(=O)OCC)C(=O)C(F)(F)F (stereo not given)	0.09
C(=N\Nc1nnc2c(n1)[nH]c1ccccc12)/c1ccc2c(c1)OCO2	-0.7
CCOc1cc(C2Nc3ccccc3-c3nc4ccccc4n32)ccc1O (stereo not given)	1.4
O=C(CSc1nc2ccccc2s1)Nc1nccs1	0.82
COC(=O)C1=CN2c3ccccc3SC2(C(=O)OC)C(C(=O)OC)=C1C(=O)OC (stereo not given)	2.8
CCOc1ccc(-c2cc(OC)c3c(C)oc(C)c3c(=O)c2)cc1	1.1
COc1cc(CNC(C)(C)CO)cc(Br)c1OCc1ccccc1	0.46

Pulled one by one from above (2):
molecule	Dicer inh
COC(=O)C1=CN2c3ccccc3SC2(C(=O)OC)C(C(=O)OC)=C1C(=O)OC (stereo not given)	2.8
CCOc1cc(C2Nc3ccccc3-c3nc4ccccc4n32)ccc1O (stereo not given)	1.4

Carrying on:
molecule	Dicer inh
CCOc1ccc(-c2cc(OC(=O)c3ccccc3)c3c(C)oc(C)c3c(=O)c2)cc1	0.48
O=C(Nc1cccc2nsnc12)c1cccs1	-0.16
Cc1cc(N/C=C(\C#N)C(=O)c2ccc(Cl)cc2)no1	-1
CSc1nc(/N=C/N(C)C)n(-c2cc(C(F)(F)F)cc(C(F)(F)F)c2)n1	-0.09
Cn1c(=O)c2c(NCc3ccccc3)cc(=O)n(C)c2n(C)c1=O	0.78
COC(=O)c1scc(C)c1NNC(=O)C(F)(F)F	0.22
Cn1c(N2CCOCC2)nc2c1c(=O)n(Cc1ccc(Cl)cc1)c(=O)n2C	0.73
N#C/C(=C\c1ncc(C(F)(F)F)cc1Cl)S(=O)(=O)c1ccccc1Cl	2.6
NNC(=S)Nc1ccc(F)cc1F	1.1
NCCS(=O)(=O)O	-1.3
CC(C)(C)c1ccc(-c2nc(NC(=O)CSc3ncn[nH]3)ns2)cc1	7.1*
Cc1ccc(S(=O)(=O)Nc2nc3ccc(N)cc3s2)cc1	8*
S=C1NC2=C(CCc3ccccc32)C(c2ccccc2Cl)N1 (stereo not given)	1.1
C/C(=N/OC(=O)c1ccc(C(F)(F)F)cc1)c1oc(C)nc1C	-0.66
CN1CCN(CCCN2C(=O)CSC2c2ccccc2)CC1 (stereo not given)	0.68
Cc1nc(COc2ccccc2Cl)[nH]c(=O)c1Cl	-0.83
Cc1cc(C)c(/C=N/Nc2ccc([N+](=O)[O-])cc2)[nH]1	2
COCCCN1C(=O)C(=O)/C(=C(/O)c2ccc(C)cc2)C1c1ccc(N(C)C)cc1 (stereo not given)	3.2*
Cc1cn(S(=O)(=O)c2csc(Cl)c2Br)nc1-c1cccs1	-0.12
COc1cc(CN(C(=O)c2cccc([N+](=O)[O-])c2)c2cccc(F)c2)cc(OC)c1OC	-0.58
FC(F)(F)c1cc(N2CCCCCCC2)c2c(Cl)cc(Cl)cc2n1	-1.1
CC1=Nn2c(nnc2-c2ccc(C)cc2)SC1	0.92
O=S(=O)(c1ccc(Cl)cc1)N1CCSCC1	0.73
COC(=O)/C=C1\SC(=Nc2cccc(C(F)(F)F)c2)N(c2cccc(C(F)(F)F)c2)C1=O	-2.5
O=C1CC(c2ccc(Cl)cc2)Cc2c1cnc1[nH]n(-c3ccccc3)c(=O)c21 (stereo not given)	2.5
Oc1ccc(O)cc1	-0.27
Cc1ccc(CNc2ccc(N3CCOCC3)c(Cl)c2)s1	1.4
Cc1cc(-c2n[nH]c(=S)n2C)nn1-c1ccc([N+](=O)[O-])cc1	-2.2
CSc1ncc(OCc2ccccc2)c(=O)[nH]1	-0.1
CCCCC(=O)Nc1sc2c(c1C(N)=O)CCCC2	-0.97
O=C(O)Cc1c(C(=O)O)nc2ccccc2c1C(=O)O	-1.7
Nc1sc(-c2ccccc2)cc1-c1n[nH]c(=S)n1-c1ccc(F)cc1	-0.78
CSc1nc2c(C)csc2c(=O)n1C	0.44
CCc1oc(C(=O)O)cc1CN1CCOCC1	2.9
CSc1cccc(NC(=O)c2c(C)cc(C)cc2CC(C)(C)C(=O)O)c1	-0.29
CN(C)c1ccc(/C=C2\C(=O)ON=C2c2ccccc2)cc1C#N	0.5
CCOc1ccc(C2C(C(=O)OC)=C(C)NC3=C2C(=O)c2ccccc23)cc1OCC (stereo not given)	-0.83
C=CCSc1nnc(-c2ccc(Cl)cc2)n1CC(OC)OC	0.4
O=C(O)c1c(-c2ccccc2)nnc2ccccc12	-0.97
c1ccc(-c2nccnc2-c2ccccn2)nc1	0.83
COC(=O)CSCC1=CS(=O)(=O)c2ccc(Cl)cc21	-0.82
Cc1oc2c(F)c(F)c(F)c(F)c2c1C(=O)ONC(N)c1ccc(OS(=O)(=O)N(C)C)cc1 (stereo not given)	0.4
N/N=C(/Cn1nnc(N2CCCCC2)n1)c1ccc(Cl)cc1	-0.77
CN(/N=C/c1ncc([N+](=O)[O-])n1C)c1cnn(-c2ccccc2)c(=O)c1Cl	-1.1
COCc1[nH]nc2c1C(c1ccc(C(C)C)cc1)C(C#N)=C(N)O2 (stereo not given)	-5
CC(=O)CC1(O)C(=O)N(Cc2ccccc2)c2ccccc21 (stereo not given)	-0.18
CC(C)(C)C1=NN2C(=N)CC(=O)N=C2S1	-1.5
C=C1SC(=Nc2cccc(OC)c2)N(C(=O)c2c(-c3ccccc3Cl)noc2C)C1(C)C	-1.6
CC(C)N(Cc1ccccc1)S(=O)(=O)c1ccc2ccccc2c1	-0.14
Cc1ccc(F)cc1NC1OC(=O)c2ccccc21 (stereo not given)	-1.4
O=C(CSc1nc2ccccc2nc1N1CCOCC1)Nc1cccc(Br)c1	3.2*
O=S(=O)(c1cc(C(F)(F)F)ccn1)c1cccs1	0.49
CN1c2ccsc2C(=O)/C(=N\Nc2ccc(Cl)cc2)S1(=O)=O	-0.1
CCOC(=O)c1csc(-n2cccc2)n1	2.7
O=C(Nc1sc2c(c1C(=O)O)CCCCC2)c1ccco1	2.7
CCCCCCCC1CCC/C1=N\OC(=O)c1cccs1 (stereo not given)	-0.41

Next structures.
molecule	Dicer inh
C=C(C)C(=O)Oc1c2ccccc2cc2ccccc12	-2.8
CC1=C(C(=O)OC2CCCCC2)C(c2cccnc2)C2=C(CCCC2=O)N1 (stereo not given)	-0.48
CCCCNC(=O)NNC(=O)c1cccn1-c1ccc(F)cc1	0.99
Cc1cc2c3c(c1)c1oc(=O)cc(O)c1c(=O)n3CCC2	0.01
COC(=O)c1c(C(C)=O)c(C)n(C)c1C	1.3
Cc1cc2ncc(-c3ccnc(SCC(=O)c4ccc(Cl)cc4)n3)c(C)n2n1	-0.37
COC(=O)c1cccc(OC)c1[N+](=O)[O-]	0.4
COc1ccc(CN2CCN(Cc3cccc4ccccc34)CC2)c(OC)c1	0.34
C=CC[n+]1ccc(/C=C2\Sc3ccccc3N2C)c2ccccc21	0.83
Cc1nn(C)cc1CNC(=O)c1nn2c(c1Cl)NC(c1cccs1)CC2C(F)(F)F (stereo not given)	0.72
CCc1cc2c(=O)c(-c3nc4ccccc4[nH]3)coc2c(CN2CCC(C)CC2)c1O	4.9*
O=C1C=C(Nc2cccc(O)c2)c2ccccc2C1=O	-5.4
NS(=O)(=O)c1cc(C(=O)O)ccc1Cl	-0.24
CCc1cccc(CC)c1NC(=O)/C=C/C(=O)O	-1.1
CC1=C(C(=O)OCC2CCCO2)C(c2ccc(N(C)C)cc2)C2=C(CCCC2=O)N1 (stereo not given)	1.2
O=C(O)CCC(=O)N1c2ccccc2NC2=C(C(=O)CC(c3ccccc3)C2)C1c1ccccc1F (stereo not given)	0.23
O=C1CC(c2cccc(Br)c2)c2cc3c(cc2N1)CCC3 (stereo not given)	2.3
Cc1ccc(-c2nnc(SCCC(=O)O)o2)cc1	-1.4
COc1ccc(SCCC(=O)NNS(=O)(=O)c2ccc(-c3ccccn3)s2)cc1	-1.7
Clc1ccc(-c2noc(CN3CCC(Cc4ccccc4)CC3)n2)cc1	1.4
CCCCOC(C)n1cc(F)c(=O)[nH]c1=O (stereo not given)	0.63
Cc1cccc(CC2CC(=O)N(c3ccc4ccccc4n3)C2=O)c1 (stereo not given)	-0.8
O=C(O)c1c[nH]c2ccc(Br)cc2c1=O	77
CCOC(=O)c1sc(SC(C)C)c2c1CCCC2=O	17
Cc1ccc(C(=O)COC(=O)c2ccc3nc(C)c(C)nc3c2)cc1	-0.11
c1ccc(-n2ncc3c(N4CCc5ccccc54)ncnc32)cc1	1.4
O=C1CC(c2ccco2)CC2=C1C(c1cccnc1)n1c(nc3ccccc31)N2 (stereo not given)	0.79
O/N=C/c1ccc(Br)s1	-0.25
